Screening results: PubChem, National Center for Advancing Translational Sciences (NCATS)
TDP1 inh: blocks human tyrosyl-DNA phosphodiesterase 1 | 350,000 tested, 0.28% active | Q9NUW8 | Potency, µM (highest dose often 130 µM), inactives show at the top dose activity change, negative = inhibition, usual class: inhibitors | recombinant TDP1, AlphaScreen DNA substrate cleavage; also: nearly all actives have a fitted effect of over 40% in size
Target sequence (Q9NUW8 whole entry, looked up): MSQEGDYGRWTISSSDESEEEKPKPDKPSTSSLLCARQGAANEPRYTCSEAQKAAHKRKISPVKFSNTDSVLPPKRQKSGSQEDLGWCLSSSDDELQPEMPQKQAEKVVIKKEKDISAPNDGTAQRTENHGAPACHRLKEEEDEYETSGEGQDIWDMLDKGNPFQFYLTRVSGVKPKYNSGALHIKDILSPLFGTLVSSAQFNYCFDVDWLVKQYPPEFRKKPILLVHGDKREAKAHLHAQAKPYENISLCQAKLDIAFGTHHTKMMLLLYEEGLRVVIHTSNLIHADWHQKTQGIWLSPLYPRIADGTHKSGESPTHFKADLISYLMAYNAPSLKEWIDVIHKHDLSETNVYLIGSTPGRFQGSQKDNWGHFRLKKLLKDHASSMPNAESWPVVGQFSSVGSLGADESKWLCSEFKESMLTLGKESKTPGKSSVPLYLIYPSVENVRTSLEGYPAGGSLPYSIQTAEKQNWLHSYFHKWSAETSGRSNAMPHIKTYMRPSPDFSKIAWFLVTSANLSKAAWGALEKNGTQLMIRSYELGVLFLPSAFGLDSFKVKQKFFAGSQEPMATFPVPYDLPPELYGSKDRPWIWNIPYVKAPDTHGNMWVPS
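Enzyme-compound mixtures sat 15 min at room temperature, followed by a 5 min reaction with 15 nM final substrate and 10 min with AlphaScreen beads. Recombinant human Tdp1 was used at 1 nM final.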
TDP1 cell noCPT: qHTS for Inhibitors of human tyrosyl-DNA phosphodiesterase 1 (TDP1): qHTS in cells in absence of CPT; DT40 Tdp1-/- hTDP1 cells, no CPT, ATP luminescence, 48 h; Potency, µM (highest dose often 46.2 µM), inactives show at the top dose activity change, negative = growth inhibition, hits mostly inhibitors; 420,000 tested, 15% active; also: nearly all actives have a fitted effect of over 55% in size
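Readout: luminescence from CellTiter-Glo after 30 min in the dark at RT. Cells: DT40 Tdp1-/- with stable hTDP1, 400/well. Exposure: compounds alone, ≥48 hr, 37 °C.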
N370S GC: N370S glucocerebrosidase modulation, Gaucher chaperone candidate; P04062; N370S GC spleen homogenate, 4MU-glucoside fluorescence; Potency, µM (doses to about 59.4 µM), without a hit: at the top dose activity change, negative = inhibition, actives largely listed as inhibitors; 330,000 tested, 0.092% active;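 also: 0% = full enzyme activity and -100% = no enzyme basal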
Starred values were filed as active, the others as inactive; ? = inconclusive; / = not tested or not shown; & = joins results of further samples; [ ] = dose if it differs, or a comment. Calls follow the shape of the dose curve; as a rule, active = well fitted curve in the direction sought with a large enough effect; inconclusive = small, poorly fitted or top-dose-only effect, or another doubt; inactive = no such curve, though single readings can be large; an effect the other way counts as inactive or inconclusive. Unless noted, % is scaled to controls: 0 for no effect and ±100 for the full control effect; potency is read from the fitted curve at half-maximal effect. This is a subset; rates above refer to the full screens.

SMILES | TDP1 inh | TDP1 cell noCPT | N370S GC
COc1ccc(NC(=O)c2cc3cccc(OC)c3oc2=Nc2ccc(C(=O)O)cc2)cc1OC | 5% | 13µM* | 0%
Cc1cc(C)c(S(=O)(=O)NCc2csc(-c3ccccc3)n2)c(C)c1 | 3% | ? | /
O=C(NNC(=O)C1CC1)c1ccccc1[N+](=O)[O-] | 1% | 0% | 0%
Cc1cc(-c2cc(C(=O)O)c3ccccc3n2)c(C)s1 | 3% | 23% | 6%
Cc1ccc(NS(=O)(=O)c2cc(-c3n[nH]c(=O)c4ccccc34)ccc2C)cc1 | 8% | 6.5µM* | -25%
O=C1c2c(O)cc(O)cc2OC(c2ccc(O)c(O)c2)C1O (stereo not given) | -2%[56.1 µM] | -4% | -8%&-10%
O=S(=O)(Nc1nc2ccccc2nc1NCC1CCCO1)c1cccc(Cl)c1 (stereo not given) | 0% | 16µM* | -1%
COc1ccc2[nH]c3c(N4CCN(Cc5ccc6c(c5)OCO6)CC4)ncnc3c2c1 | 9% | 23µM* | -2%
CCOC(=O)c1cccc(NC(=O)CCc2c(C)nc3cc(-c4ccc(Cl)cc4)nn3c2C)c1 | 9% | 16µM* | /
CCn1nc(NS(=O)(=O)c2ccc([N+](=O)[O-])cc2)c2cc3cc(C)ccc3nc21 | 11% | -12% | 1%
CN1CCN(c2ccc(S(=O)(=O)N3CCOCC3)cc2NC(=O)COc2ccc(F)cc2Cl)CC1 | 6% | ? | 3%
Cc1ccc(/C([O-])=C(/C(=S)Nc2ccc(SC(F)F)cc2)[n+]2ccccc2)cc1[N+](=O)[O-] | 3% | 12µM* | 0%
COc1ccc(N=Cc2oc3ccc4ccccc4c3c2O)cc1 | ? | -15% | -4%
CCc1ccc(NC(=O)CSc2nnc3[nH]c(=O)cc(-c4ccccc4)n23)cc1 | 0% | 7% | /
C/C(=N\NS(=O)(=O)c1ccc([N+](=O)[O-])cc1)c1ccc(NC(=O)c2ccco2)cc1 | 5% | -5% | 4%
COc1ccc(CC2CC(=O)N(c3ccc(C)cc3)C2=O)cc1 (stereo not given) | / | 6% | 10%
O=C(CSc1nnnn1-c1cccnc1)NCc1cccs1 | 1% | -2% | 24%
O=C(COc1ccc(Cl)cc1)NCCN1CCCC1 | 4% | 4% | -4%
COc1cc(NS(=O)(=O)c2ccc(NC(=S)NC(=O)/C=C/c3ccc(F)cc3)cc2)ncn1 | 3% | -6% | 9%
Cc1nc(-c2ccc(S(=O)(=O)N3CCCCCC3)cc2)cs1 | 4% | ? | 6%

The closing 4 compounds of the part before are carried over, then new ones follow:
SMILES | TDP1 inh | TDP1 cell noCPT | N370S GC
O=C(CSc1nnnn1-c1cccnc1)NCc1cccs1 | 1% | -2% | 24%
O=C(COc1ccc(Cl)cc1)NCCN1CCCC1 | 4% | 4% | -4%
COc1cc(NS(=O)(=O)c2ccc(NC(=S)NC(=O)/C=C/c3ccc(F)cc3)cc2)ncn1 | 3% | -6% | 9%
Cc1nc(-c2ccc(S(=O)(=O)N3CCCCCC3)cc2)cs1 | 4% | ? | 6%
Nc1ncnc2c1ncn2C1CCCO1 (stereo not given) | 10% | -7% | -4%&-2%&-1%&-6%
COC(=O)c1ccc(-n2c(/C=C/c3cc(OC)c(OC)c(OC)c3)nc3cc(Cl)ccc3c2=O)cc1 | 5% | 15µM* | /
c1ccc(OCCCN2CCCC2)cc1 | -11% | -2% | -10%
Cc1c(NC(=S)Nc2ccc(Cl)cc2)c(=O)n(-c2ccccc2)n1C | -6% | 0% | -10%
C=CCSc1nc2ccccc2n1C(=O)/C=C/c1ccc(OC)c(OC)c1 | 0% | 3.5µM* | -3%
O=C(c1cccc(-c2ccccc2)c1)N1CC[C@@H](N2CCC(O)CC2)[C@H](O)C1 | 4% | 9% | -2%
COc1ccc(CCNC(=O)c2cc(COc3c(F)cccc3F)on2)c(OC)c1 | 3% | ? | 5%
O=C(NCCC1=CCCCC1)C1CCC(=O)N(Cc2ccc(Cl)cc2)C1 (stereo not given) | 1% | -28% | -7%
CC(C)c1ccc(NC(=O)CN2C(=O)c3ccccc3S2(=O)=O)cc1 | / | -24% | -13%
O=c1c([N+](=O)[O-])c(N2CCOCC2)c2ccccc2n1-c1ccccc1 | -2% | -1% | -8%
CC12CCC(C(=O)NCC3CCCO3)(OC1=O)C2(C)C (stereo not given) | 7% | 1% | 6%
CC(=O)Nc1cccc(C(=O)Nc2ccc(S(=O)(=O)NC3=NCCCCC3)cc2)c1 | / | 0% | -4%
O=C(O)CSC1c2ccccc2C(=O)N1Cc1ccccc1 (stereo not given) | 4% | 2% | -9%
CCOc1ccc2ccccc2c1/C=N/n1cncn1 | -4% | -26% | 3%
COc1ccc(NC(=O)c2cc3c(Cl)nc4ccccc4c3s2)cc1OC | 0% | 21µM* | -2%
O=C(Nc1ccc(-c2nc3ccccc3[nH]2)cc1)c1ccco1 | 6%&2% | 15µM* | -1%
Cc1csc(NC(=O)c2nc3nc(C)cc(C)n3n2)n1 | 6% | 5% | -9%
COc1ccc(N2C(=O)CC(NNC(=O)c3cccnc3)C2=O)cc1 (stereo not given) | -1% | -22% | -4%
CC(C)(C)c1ccc(-n2ncc3c2CCCC3NC(=O)CCn2cncn2)cc1 (stereo not given) | 1% | ? | -5%
CCC(C)c1ccccc1N=Cc1ccc2c(c1)OCO2 (stereo not given) | 4%[0.0935 µM] | ? | 0%
CC(C)Oc1ccc(CNC2CCOC(C)(C)C2)cc1 (stereo not given) | 7% | -2% | 5%
O=c1c(Cl)c(N/N=C/c2ccc(Cl)cc2)cnn1-c1ccccc1 | -6% | ? | 1%
CC(C)NC(=O)N1CCC2(CC1)CCN(C(=O)c1cccn1C)CC2 | / | -14% | -8%
Cc1nc(-c2ccc3c(c2)OCO3)cs1 | -1% | -9% | 17%
COC(=O)CSc1nccc(-c2cccs2)n1 | 0% | -1% | 16%
CC(C)(C)c1ccc(NC(=O)COC(=O)C2CCCC2)cc1 | -4% | -1% | /
Cc1noc(C)c1COc1cccc(C(=O)Oc2ccc3c(c2)OCO3)c1 | -3% | -17% | 6%
COc1ccc(S(=O)(=O)N(CCCN2CCCC2=O)Cc2cc3cc(C)c(C)cc3[nH]c2=O)cc1 | 1% | ? | 6%
O=C(NCc1ccco1)c1nn(-c2ccccc2)c(=O)c2ccccc12 | 4% | -19% | 1%
CC(=NNC(=O)c1cccc(S(=O)(=O)N2CCOCC2)c1)c1ccc(Cl)cc1 | 1% | -27% | /
CCn1c(SCC(=O)NC2CCCC2)nnc1-c1ccoc1C | 15% | -6% | 0%
CCCCN(C(=O)c1cc2c(s1)CCCCC2)c1c(N)n(CC(C)C)c(=O)[nH]c1=O | 0% | -3% | 0%
CC(=O)c1ccc(S(=O)(=O)N2CCNC(=O)C2)cc1 | -4% | -1% | /
CC(C)c1ccc(C2(C)NC(=O)N(CC(=O)NC3CCCC(C)C3C)C2=O)cc1 (stereo not given) | 0% | 21µM* | /
N#Cc1c2n(c3c(=O)n(Cc4ccccc4)cnc13)CCCC2 | 6% | -18% | 27%
COc1ccc(NCc2cccn2-c2nnc(N3CCC(C)CC3)s2)c(OC)c1 | 13% | 16µM* | /
CCOc1cc(/C=N\NC(=O)Cn2nc([N+](=O)[O-])cc2C)ccc1OCc1cccc2ccccc12 | 4% | ? | -5%
COc1nc(-c2cccs2)cc(-c2ccc(C)cc2)c1C#N | / | 13µM* | 5%
COc1ccccc1CNC(=O)c1cc(Sc2cccc(Cl)c2)nc2ccccc12 | 3% | ? | /
CCOc1ccc(-c2csc(NC(=O)c3ccc(S(=O)(=O)N4CCc5ccccc5C4)cc3)n2)cc1 | -2% | -11% | -15%

Next section, overlapping the part above by 7 compounds.
SMILES | TDP1 inh | TDP1 cell noCPT | N370S GC
CC(C)c1ccc(C2(C)NC(=O)N(CC(=O)NC3CCCC(C)C3C)C2=O)cc1 (stereo not given) | 0% | 21µM* | /
N#Cc1c2n(c3c(=O)n(Cc4ccccc4)cnc13)CCCC2 | 6% | -18% | 27%
COc1ccc(NCc2cccn2-c2nnc(N3CCC(C)CC3)s2)c(OC)c1 | 13% | 16µM* | /
CCOc1cc(/C=N\NC(=O)Cn2nc([N+](=O)[O-])cc2C)ccc1OCc1cccc2ccccc12 | 4% | ? | -5%
COc1nc(-c2cccs2)cc(-c2ccc(C)cc2)c1C#N | / | 13µM* | 5%
COc1ccccc1CNC(=O)c1cc(Sc2cccc(Cl)c2)nc2ccccc12 | 3% | ? | /
CCOc1ccc(-c2csc(NC(=O)c3ccc(S(=O)(=O)N4CCc5ccccc5C4)cc3)n2)cc1 | -2% | -11% | -15%
O=C(NCCc1ccccc1Cl)c1ccc2c(=O)n(-c3ccccc3)c(=O)[nH]c2c1 | 3% | ? | /
Cc1ccc(C)c(NS(=O)(=O)c2ccc(OCC(=O)NCc3ccccn3)cc2)c1 | 6% | ? | 5%
O=C(CNCc1ccccc1)NCCCN1CCCC1=O | / | -18% | -4%
CC(=O)NCc1ccc(S(=O)(=O)N/N=C/c2ccccc2)cc1 | 9% | -2% | -10%
Cc1ccc(S(=O)(=O)Oc2ccc(N=Nc3ccc(-c4ccc(N=Nc5c(O)ccc6cc(S(=O)(=O)O)cc(S(=O)(=O)O)c56)c(C)c4)cc3C)cc2)cc1 | 25% | / | 6%
COc1ccc(NC(=O)NCCc2ccc(Cl)cc2)cc1OC | / | 0% | 10%
O=C(Cc1ccc(Br)cc1)OCC(=O)N1CCCCCC1 | -4% | -21% | /
CCC(=O)N1CCc2cc(S(=O)(=O)CCC(=O)Nc3ccc(Cl)c(C(F)(F)F)c3)ccc21 | 0% | 8.2µM* | /
COc1cc(CO)cc(-c2cc(CO)cc(OC)c2OC)c1OC | 3% | 9% | 0%
CCOc1ccc(NC(=O)Cn2ccn3nc(-c4ccc(OC)c(OC)c4)cc3c2=O)cc1 | 1% | 1% | /
NC(=NCCc1c[nH]c2ccccc12)NC(=O)c1ccc(Cl)cc1 | -3% | -17% | 5%
COC(=O)CN1C(=O)NC2(CCCc3ccccc32)C1=O (stereo not given) | / | 8% | -8%
Cc1cc(C)c(C)c(S(=O)(=O)N2CCC(C(=O)OCC(=O)NC3CCS(=O)(=O)C3)CC2)c1C (stereo not given) | 0% | 2% | /
O=S(=O)(Nc1ccc(-c2ccc3nncn3n2)cc1)c1ccccc1F | / | -30% | -7%
CC(C)[C@@H](C(=O)N[C@@H](Cc1ccccc1)C(=O)O)N1C(=O)N2CCc3c([nH]c4ccccc34)[C@@]2(C)C1=O | / | -10% | -3%
Cc1cc(C)n(CC(C)O)c(=O)c1C#N (stereo not given) | 3% | -14% | 0%
c1nc(N2CCC3(CC2)OCCO3)c2[nH]cnc2n1 | -5% | -23% | -7%
O=C(COC(=O)c1cc(-c2cccs2)nc2ccccc12)NC1CCS(=O)(=O)C1 (stereo not given) | 0% | -27% | -3%
O=C(CCNS(=O)(=O)c1ccc2c(c1)CCN2C(=O)C1CC1)N1CCN(c2ccc(F)cc2)CC1 | 2% | 9.2µM* | /
CCc1ccc(-n2c(Cc3ccccc3)nnc2SCc2nc(-c3cccs3)no2)cc1 | 2% | 16µM* | /
COc1ccc(Nc2nnc(Cc3ccccc3)c(=O)[nH]2)c(OC)c1 | -1% | -7% | 0%
COC(=O)[C@@]1(Cc2ccccc2)[C@H]2c3cc(C(=O)N4CCCC4)n(C)c3C[C@H]2CN1C(=O)c1ccccc1 | 7% | / | -6%
COc1cccc(C(=O)NCCCn2ccnc2)c1 | -8% | 5% | 6%
CC1(C)O[C@H]2[C@@H](O1)[C@@H](C(=O)Nc1ccccc1O)O[C@@H]1OC(C)(C)O[C@@H]12 | 8% | -10% | /
CCOc1cccc(CC(=O)Nc2ccc3nc(N4CCCCC4)cc(C)c3c2)c1OCC | 5% | ? | /
CCCCNC(=O)COC(=O)c1cc(Br)ccc1Cl | 1% | -29% | 9%
C=C(C)C(=O)N1CC2(CC(c3cccc(NC(=O)/C=C\C)c3)=NO2)C[C@H]1C(N)=O (stereo not given in full) | 4% | 2% | -4%
O=C1CCCCC1Sc1nnc(Nc2ccccc2)s1 (stereo not given) | 5% | 1% | -4%
C/C(=N\NC(=O)c1c(Br)c(C)nn1C)c1cccc(NC(=O)c2ccccc2F)c1 | 8% | ? | 18%
Cn1c(=O)c(C(=O)CN2CCCCCC2)c(N)n(Cc2ccccc2)c1=O | 5% | -29% | -1%
CCOC(=O)CCP(=O)(O)C(O)c1ccccc1 (stereo not given) | 2% | -24% | 5%
COc1ccc(-n2c(=O)c3c(c4cc(OC)ccc4n3C)n(CCC(C)C)c2=O)cc1 | -3% | -29% | /
COc1cc(/C=C2\SC(=S)N(C(Cc3ccccc3)C(=O)O)C2=O)ccc1O (stereo not given) | 3% | 2% | -2%
COCCN1C(=O)N(c2ccc(OC)cc2)C(=O)C1CC(=O)Nc1cccc(F)c1 (stereo not given) | / | 2% | -3%
COc1ccccc1NC(=S)NCc1cccs1 | 4% | -29% | -6%
O=Cc1cnc(N2CCN(c3ccccc3)CC2)s1 | 0% | -9% | 11%
